High-throughput results (PubChem BioAssay)
p-CIP stab down – lowers stability of the mouse p/CIP coactivator protein; F442A p/CIP-EGFP cells, EGFP fluorescence, 16 h; Q05BA5; AID 1984; 0.01% of 290,000 active; decrease of EGFP signal, % at 10 µM;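 active means EGFP signal decrease of at least 30% at 10 µM or well 3 SD below plate mean, unless failing retest; inactive means the rest, including hits failing retest or dose response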; further: some compounds called inactive have numbers as strong as hits; many of its hits are not listed in these tables
VIM-2 inhibitor – blocks Pseudomonas aeruginosa VIM-2 metallo-beta-lactamase. purified VIM-2, nitrocefin hydrolysis, epi-absorbance fluorescence. inhibition, % at 5.6 µM. 0.89% of 290,000 active;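 active means inhibition above the mean of all tested compounds plus 3 SD, cutoff set per screening run, cut at about 7.5% in these data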;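 further: red hydrolysis product quenches plate fluorescence so inhibitors raise well fluorescence; 0% = enzyme with DMSO and 100% = DMSO without enzyme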
IDE cell activ – IDE (human) activation, cell-based; P14735; HEK cells, FAbeta-B cleavage, fluorescence polarization; 0% vehicle, 100% cell-free pure enzyme wells; activation, % at 5.96 µM; 0.073% of 340,000 active; AID 493087;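 active means activation above the mean of all tested compounds plus 3 SD, set per screening campaign, cut at about 17% in these data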
DNA FID counter – displaces DNA intercalator in HCV helicase counter-screen; 0.17% of 290,000 active; DNA fluorescent intercalator displacement, fluorescence; inhibition, % at 7.9 µM; in the data active means inhibition above about 37%;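 further: 0% = vehicle and 100% = reference compound; higher means more ethidium bromide displaced from hairpin DNA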
UBC9 SUMO inh – blocks human SUMOylation mediated by UBC9; P63279; HTRF SUMOylation assay, SAE1/SAE2 + UBC9, in vitro; inhibition, % at 35 µM; 0.36% of 290,000 active; AID 2006; in the data active means inhibition above about 50%, passing the limit was not always enough; further: strong numbers were not always called active
Target sequence (P63279 whole entry, looked up): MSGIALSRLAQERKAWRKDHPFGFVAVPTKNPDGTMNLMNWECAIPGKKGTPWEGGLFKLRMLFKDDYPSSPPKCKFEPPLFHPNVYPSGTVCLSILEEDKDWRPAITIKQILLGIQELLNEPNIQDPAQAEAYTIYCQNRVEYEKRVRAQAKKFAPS
IMP-1 inh – blocks Pseudomonas aeruginosa IMP-1 metallo-beta-lactamase; purified IMP-1, nitrocefin hydrolysis, epi-absorbance fluorescence; inhibition, % at 5.6 µM; 0.45% of 290,000 active; AID 1556;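 active means inhibition above the mean plus 3 SD of all compounds in the same screening run, cut at about 4.5% in these data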;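 further: 0% = IMP-1 with DMSO and 100% = DMSO wells lacking enzyme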
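System: purified IMP-1 / Input: IMP-1 dispensed at 0.2 nM / Medium: 50 mM HEPES pH 7.1, 50 µM ZnSO4, 0.05% Brij 35 / Timing: 15 min enzyme–compound preincubation, then 25 min nitrocefin reaction, 25 °C / Technique: plate fluorescence quenching by hydrolysis product, ex 480/em 530 nm / Repeats: singlicate testing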
PfM18AAP inh – blocks P. falciparum M18 aspartyl aminopeptidase. inhibition, % at 7.35 µM. recombinant PfM18AAP, H-Glu-NHMec fluorogenic cleavage. AID 1822. 1.2% of 290,000 active;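 active means inhibition above the campaign mean inhibition over all tested compounds plus 3 SD, cut at about 28% in these data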;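 further: 0% = plate median of test compound wells and 100% = 2 mM ZnCl2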
HCV NS3 hel inh – HCV NS3 helicase inhibition; NS3 helicase DNA unwinding, Cy5 molecular beacon fluorescence; inhibition, % at 10.9 µM; 0.56% of 290,000 active;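 active means inhibition above the mean of all tested compounds plus 3 SD, set per campaign, cut at about 35% in these data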;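 further: 0% = DMSO wells and 100% = thioflavine S control wells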
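test system = hepatitis C virus NS3 helicase domain fragment enzyme | reagent = annealed dual-labelled DNA beacon duplex, ATP-started | times = 1 h at 25 °C | detection = Cy5 fluorescence, 0 and 60 min reads | read-out basis = percent inhibition from t60/t0 fluorescence ratio | control set = DMSO and thioflavine S | replication = one well per compound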
IDE inh – inhibitors of human insulin-degrading enzyme in cells | inhibition, % at 5.59 µM | AID 434962 | HEK cells, FAbetaB cleavage, fluorescence polarization | 0.41% of 320,000 active;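 active means percent inhibition above the average of all tested compounds plus 3 SD, set per screening campaign, cut at about 16% in these data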;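 further: IDE supplied by intact live HEK cells; FP after avidin binding of uncleaved biotin substrate so inhibition keeps polarization high; 0% = DMSO wells and 100% = 60 µM reference IDE inhibitor Ii1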
An asterisk follows results filed as active; . = not tested or not shown.

SMILES	p-CIP stab down	VIM-2 inhibitor	IDE cell activ	DNA FID counter	UBC9 SUMO inh	IMP-1 inh	PfM18AAP inh	HCV NS3 hel inh	IDE inh
COc1ccc(NC(=O)Cn2c(=O)oc3cc(Cl)ccc32)c(OC)c1	-11	-0.1	-1	-3	-13	-0.9	-4	10	2
Cc1ccc2nc(Nc3ccc(F)cc3)c3nncn3c2c1	2	0.8	2	-12	-9	7.6*	0	-18	3
COc1ccc(C(=O)NNC(=O)CSc2nc3c(c(=O)n(C)c(=O)n3C)n2C)cc1	-14	-3.7	6	-10	17	-2.6	18	-1	0
CCOc1ccc(OCC)c(NC(=O)CSc2nc3c(c(=O)n(C)c(=O)n3C)n2CC)c1	3	-2.4	-1	-6	6	-1.8	1	-6	0
CNC(=O)CO/N=C/c1ccc(N(C)C)cc1	-5	0.3	5	-4	12	-3.1	-1	10	1
O=C(N/N=C/c1ccc[nH]1)c1ccncc1	-7	-1.1	8	-4	20	-2.3	-6	-3	-1
COc1ccc(Cl)cc1NC(=O)Cn1c(NCCO)nc2ccccc21	11	-2.5	8	1	-6	-2.9	-1	1	4
O=C(N/N=C/c1cccs1)c1c[nH]c2ccccc12	1	-2.4	-3	4	15	-2.8	-66	9	4
Oc1cc2c(cc1O)[C@@H](c1ccccc1)CNCC2	9	-1.5	-2	1	25	-1.8	83*	-2	.
O=C(NNC(=S)Nc1ccc(Cl)c(Cl)c1)c1ccccn1	2	-3.6	-5	-1	-113	-4.1	-4	10	-4
CC(=O)C1=C(O)C(=O)N(Cc2ccccc2)C1c1cccs1 (stereo not given)	6	-0.3	1	-5	-1	-3.0	7	11	-1
Cc1cccc(C)c1NC(=O)N1CCC(N2CCCCC2)CC1	-4	-1.9	4	0	32	-1.8	0	3	-1
O=C(O)c1cn(-c2ccccc2)nc1C(=O)O	-10	-3.2	3	4	-30	-3.0	-5	2	1
CC(C)NC(=O)NC(=O)COC(=O)c1ccc(S(=O)(=O)Nc2ccccc2)cc1	-29	-5.5	1	0	-3	-3.5	-1	2	3
CC1CCN(S(=O)(=O)c2ccc(C(=O)Nc3nnc(C4CC4)o3)cc2)CC1	-1	-6.3	4	-56	4	-5.0	-3	6	4
O=c1c2[nH]c3ccccc3c2ncn1C1CCCCC1	10	1.9	2	-8	-14	-2.1	6	-3	2
Cc1ccc(C(=O)N2CCSC2=S)cc1	-6	-1.7	-1	5	16	-2.7	4	1	0
CCOC(=O)C1=C(c2ccccc2)N=C2SCC(=O)N2C1c1ccc(OC)c(OC)c1 (stereo not given)	5	0.3	7	-33	6	-1.4	2	-1	3
Cc1cc(C)nc(NC(=O)CSc2nc3ccccc3s2)n1	-8	-2.2	4	-13	5	-1.7	-6	-6	2
O=C(c1ccccc1F)N1CCN(S(=O)(=O)c2ccc(Br)cc2)CC1	-1	-4.7	0	-38	-1	-2.2	2	3	-1

Structures from the list above that have two or more sulfur atoms (two):
SMILES	p-CIP stab down	VIM-2 inhibitor	IDE cell activ	DNA FID counter	UBC9 SUMO inh	IMP-1 inh	PfM18AAP inh	HCV NS3 hel inh	IDE inh
Cc1ccc(C(=O)N2CCSC2=S)cc1	-6	-1.7	-1	5	16	-2.7	4	1	0
Cc1cc(C)nc(NC(=O)CSc2nc3ccccc3s2)n1	-8	-2.2	4	-13	5	-1.7	-6	-6	2

More structures
SMILES	p-CIP stab down	VIM-2 inhibitor	IDE cell activ	DNA FID counter	UBC9 SUMO inh	IMP-1 inh	PfM18AAP inh	HCV NS3 hel inh	IDE inh
CC(C)Cn1c(N)c(C(=O)COC(=O)CN2C(=O)C3CC=CCC3C2=O)c(=O)n(C)c1=O (stereo not given)	4	-1.2	-3	-37	-7	-3.0	-6	0	-7
Cc1cc(Cl)nc(NC(=O)Nc2cccc(Cl)c2)n1	-1	1.1	2	-3	-11	0.3	2	3	-1
O=C(NCc1ccccc1)c1ccc(/C=N/O)nc1	0	-2.7	4	-1	4	-2.6	-6	-9	0
COc1cccc(NC(C)C(=O)N2CC(C)OC(C)C2)c1 (stereo not given)	3	-3.2	2	-3	32	-2.1	-7	-3	-1
CC(C)NC(=O)c1ccccc1NC(=O)C1CCCO1 (stereo not given)	-5	-2.8	-2	1	2	-4.3	2	0	-2
CC(C)(CNc1ccc([N+](=O)[O-])cc1Cl)CNS(C)(=O)=O	2	-0.9	6	4	-3	1.2	9	-3	6
COc1ccc(S(=O)(=O)NCC(=O)NC2CC2)cc1OC	1	-0.8	5	-1	18	-0.8	-3	23	1
COc1ccc(CN2CCN(C(=O)C3CCC(CNS(=O)(=O)c4ccccc4)CC3)CC2)c(OC)c1OC (stereo not given)	-4	-1.9	2	4	6	-2.8	-4	-3	1
COc1ccccc1N1CCN(C2CCCN(C(=O)CCc3ccccn3)C2)CC1 (stereo not given)	-8	-3.3	-9	-18	20	-4.0	1	-3	.
COCCOc1ccc(C(F)(F)F)cc1NC(=O)COC(=O)C12CC3CC(CC(O)(C3)C1)C2	3	-1.2	-1	-40	7	-3.2	-2	-9	-6
O=C(NS(=O)(=O)Oc1cccc(Cl)c1Cl)OC[C@@H]1CCCN2CCCCC12 (stereo not given in full)	0	2.4	1	-9	8	1.2	-9	8	0
O=C(O)Cc1ccc(NC(=O)Cc2ccc3ccccc3c2)cc1	-5	-1.1	3	-11	10	-3.9	1	4	.
COc1ccc(N2CCN(c3nc4c(c(=O)[nH]c(=O)n4C)n3Cc3cccc(C)c3)CC2)cc1	-17	-2.8	-5	-11	1	-0.8	-10	-1	10
COc1ccc(CCNC(=O)CCS(=O)(=O)c2cccc3nsnc23)cc1OC	-5	1.4	-4	-3	8	-1.9	-1	6	12
COc1ccc(OC)c(NC(=O)CSc2nc3ccccc3cc2Cc2ccccc2)c1	4	-5.0	-3	2	-46	-1.9	1	0	1
Cc1ccc(S(=O)(=O)N2CCCCCC2)cc1[N+](=O)[O-]	-8	-1.4	0	2	-2	-1.1	-4	-2	8
Cc1ccc2c(c1)N(CCC(=O)NCC1CCCO1)C(=O)CO2 (stereo not given)	-6	-3.3	3	-2	31	-3.6	-7	2	5
Nc1ccn([C@@H]2O[C@H](CO)[C@@H](O)C2O)c(=O)n1 (stereo not given in full)	-9	-4.0	6	-1	11	-2.5	4	2	3
c1ccc2c(c1)CN1CCCC1=N2	4	-1.7	3	-6	5	-4.3	-5	-11	9
Cc1ccnc(NS(=O)(=O)c2ccc(NC(=O)CC(C)c3ccccc3)cc2)n1 (stereo not given)	5	-3.0	-3	-22	3	-2.8	8	0	-1

Entries above that bear a hit mark in IMP-1 inh.
SMILES | p-CIP stab down | VIM-2 inhibitor | IDE cell activ | UBC9 SUMO inh | IMP-1 inh | PfM18AAP inh | HCV NS3 hel inh | IDE inh
Cc1ccc2nc(Nc3ccc(F)cc3)c3nncn3c2c1 | 2 | 0.8 | 2 | -9 | 7.6* | 0 | -18 | 3

Six entries drawn at random from the list so far:
SMILES	p-CIP stab down	VIM-2 inhibitor	IDE cell activ	DNA FID counter	UBC9 SUMO inh	IMP-1 inh	PfM18AAP inh	HCV NS3 hel inh	IDE inh
Cc1cc(Cl)nc(NC(=O)Nc2cccc(Cl)c2)n1	-1	1.1	2	-3	-11	0.3	2	3	-1
O=C(NCc1ccccc1)c1ccc(/C=N/O)nc1	0	-2.7	4	-1	4	-2.6	-6	-9	0
COCCOc1ccc(C(F)(F)F)cc1NC(=O)COC(=O)C12CC3CC(CC(O)(C3)C1)C2	3	-1.2	-1	-40	7	-3.2	-2	-9	-6
COc1ccc(CN2CCN(C(=O)C3CCC(CNS(=O)(=O)c4ccccc4)CC3)CC2)c(OC)c1OC (stereo not given)	-4	-1.9	2	4	6	-2.8	-4	-3	1
CC(C)(CNc1ccc([N+](=O)[O-])cc1Cl)CNS(C)(=O)=O	2	-0.9	6	4	-3	1.2	9	-3	6
CC(C)Cn1c(N)c(C(=O)COC(=O)CN2C(=O)C3CC=CCC3C2=O)c(=O)n(C)c1=O (stereo not given)	4	-1.2	-3	-37	-7	-3.0	-6	0	-7

(cont.)
SMILES	p-CIP stab down	VIM-2 inhibitor	IDE cell activ	DNA FID counter	UBC9 SUMO inh	IMP-1 inh	PfM18AAP inh	HCV NS3 hel inh	IDE inh
O=C(Nc1ccc(N2CCCC2)c(Cl)c1)c1ccc([N+](=O)[O-])cc1	10	0.8	-6	10	-6	0.2	-2	-2	0
CCc1ccc(NC(=O)CSCCN2C(=O)c3ccccc3C2=O)cc1	-6	-1.1	3	-9	4	1.8	-2	-2	-5
O=S(=O)(Cc1ccccc1)N1CCc2ccccc21	-4	-2.9	.	-5	0	-4.4	9	-5	2
CCOc1ccc(Nc2nc(N)c([N+](=O)[O-])c(N3CCN(C)CC3)n2)cc1	4	-1.4	-1	1	6	-1.9	4	-7	2
CN(C1CCCCC1)S(=O)(=O)c1ccc(S(=O)(=O)N2CCN(CCC#N)CC2)cc1	-3	-2.5	5	0	-11	-2.2	4	2	2
CC(C)Oc1ccc(S(=O)(=O)N(C(C)C)C(C)C)cn1	-3	-3.0	4	-2	15	-4.4	2	-2	-1
Cc1ccc(-n2nccc2-c2nn(-c3cccc(C(F)(F)F)c3)c(=O)n(C)c2=O)cc1	-4	-2.5	4	-1	2	-4.1	-5	1	0
O=C(Nc1nc2ccccc2[nH]1)c1ccc(Br)o1	16	-3.8	-1	-14	19	-2.2	8	5	-3
CCN(CC)CCn1c2ccc(Cl)cc2c2nc(C)sc21	20	0.6	-4	27	-15	-1.6	-12	-2	-2
CCOc1ccc(OCC(=O)Nc2ccc(S(N)(=O)=O)cc2)cc1	3	-0.6	5	-12	11	-3.6	-8	0	2
O=S(=O)(c1ccc(F)cc1)N1CCN(c2ccc(-c3ccccc3)nn2)CC1	-1	-2.2	3	-2	-1	-2.1	4	6	-3
NS(=O)(=O)c1cccc(NC(=O)CSc2nnc(C3CC3)n2Cc2ccccc2)c1	0	-0.4	4	-19	19	-1.5	-8	-8	10
CCC(=O)OC1(C#CCOc2ccc(OC)cc2)CCN(C)CC1	5	-2.9	3	9	14	-3.5	-3	2	3
CCCCOC(=O)N/N=C/C=C/c1ccccc1	0	-3.8	3	-6	6	-1.8	-7	-1	8
COc1ccc(CCN2C(=O)c3ccccc3NC2c2cc(Cl)c(O)c(OC)c2)cc1 (stereo not given)	2	1.4	-2	-23	-13	-0.3	20	-15	-7
Cc1cc(C)n(-c2ccc([N+](=O)[O-])cc2-c2nn[nH]n2)n1	5	26*	-2	-6	19	-1.7	0	-10	10
CC(C)Nc1nc(-c2ccccc2)nc(-n2ccnc2)n1	-11	-0.9	5	-3	12	-0.9	-5	-1	-6
COc1ccc(CN2CCCC(C(=O)N3CCCC3)C2)c(OC)c1 (stereo not given)	-9	-0.9	2	4	11	0.2	-12	-5	6
Cc1ccccc1OCC(=O)NC1=NCCS1	-3	-1.9	1	-6	12	3.3	-1	-1	0
